Bioassay records (PubChem BioAssay)
hK5 inh = human KLK5 protease inhibitors, primary screen, biochemical, 1536-well | Kallikrein-5 (Homo sapiens), Q9Y337 | recombinant hK5, fluorogenic AMC substrate cleavage | inhibition, % at 5 µM | 210,000 tested, 0.59% active | AID 873, 2007;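 active means inhibition of 40% or more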;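 further: 0% = enzyme controls without compound and 100% = no-enzyme blanks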
Target sequence (Q9Y337 67-293 limits assumed): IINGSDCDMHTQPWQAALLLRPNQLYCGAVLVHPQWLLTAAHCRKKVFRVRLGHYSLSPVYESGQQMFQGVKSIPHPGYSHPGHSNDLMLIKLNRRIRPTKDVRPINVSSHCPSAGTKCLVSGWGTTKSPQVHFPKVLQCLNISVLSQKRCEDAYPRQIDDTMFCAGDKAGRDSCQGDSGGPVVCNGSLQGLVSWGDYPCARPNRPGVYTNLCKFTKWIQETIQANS
m-calpain inh = inhibitors of pig calpain II, primary screen, biochemical, fluorogenic peptide substrate, 1536-well. purified calpain II, 30 min. inhibition, % at 16 µM. 220,000 tested, 0.37% active. AID 1236, 2008;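 active means inhibition above about 50%, limit read from the data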
FXIIa inh 1536 = human FXIIa protease inhibitors, primary screen, biochemical, 1536-well. inhibition, % at 5 µM. 220,000 tested, 0.3% active. AID 800, 2007. purified FXIIa, Boc-QGR-AMC fluorogenic substrate, 2 h. Coagulation factor XII (Homo sapiens), P00748; in the data active means inhibition above about 40%;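 further: 0% = enzyme with no compound and 100% = blank without enzyme; many of its hits are not listed in these tables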
Target sequence (P00748 20-372 limits assumed): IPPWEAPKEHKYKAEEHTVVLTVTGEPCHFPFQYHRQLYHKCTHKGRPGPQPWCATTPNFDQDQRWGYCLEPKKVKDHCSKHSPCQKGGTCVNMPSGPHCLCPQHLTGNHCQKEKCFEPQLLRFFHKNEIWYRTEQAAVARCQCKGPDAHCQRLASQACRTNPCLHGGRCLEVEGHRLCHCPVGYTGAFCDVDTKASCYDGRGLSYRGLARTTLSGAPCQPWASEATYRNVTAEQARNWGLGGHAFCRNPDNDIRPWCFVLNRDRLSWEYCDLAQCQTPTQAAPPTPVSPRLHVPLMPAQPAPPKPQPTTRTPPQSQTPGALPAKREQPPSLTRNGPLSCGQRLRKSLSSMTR
Target sequence (P00748 373-615 limits assumed): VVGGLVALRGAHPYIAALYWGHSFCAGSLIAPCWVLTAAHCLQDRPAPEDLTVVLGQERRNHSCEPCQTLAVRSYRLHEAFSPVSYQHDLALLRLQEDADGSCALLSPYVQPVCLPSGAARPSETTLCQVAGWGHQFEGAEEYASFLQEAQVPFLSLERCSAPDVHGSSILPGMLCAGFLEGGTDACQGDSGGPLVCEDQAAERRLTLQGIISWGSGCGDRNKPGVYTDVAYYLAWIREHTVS
Rad51 HR inh = human RAD51 strand exchange inhibitors, primary screen, biochemical, fluorescence | DNA repair protein RAD51 homolog 1 (Homo sapiens), Q06609 | hRad51 DNA strand exchange, fluorescence dequenching | inhibition, % at 10 µM | 200,000 tested, 0.085% active | AID 1385, 2008;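 active means inhibition above 40% at the single screening dose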;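 further: 0% = DMSO control wells and 100% = blanks with heterologous ssDNA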
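material = hRad51 filaments on single-stranded DNA | timing = filaments 15 min 37 °C, then compound 30 min | signal = FRET fluorescence dequenching, excitation 485 nm, emission 520 nm | benchmarks = control wells and blank wells on each plate | evaluation = percent inhibition relative to plate controls and blanks | compound = 10 µM final, single point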
FXIa inh = human FXIa protease inhibitors, primary screen, biochemical, 1536-well; purified FXIa, Boc-Glu-Ala-Arg-AMC fluorogenic substrate; inhibition, % at 5 µM; 220,000 tested, 0.14% active;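 active means inhibition of at least 40%; inactive means inhibition below 40%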;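 further: fluorescence of freed AMC excited at 355 nm; 0% = enzyme without compound and 100% = no enzyme blank; many of its hits are not listed in these tables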
PERK inhibitor = block of dimerizer-induced PERK translation repression, primary screen, PERK inhibitor project, CHO PERK-DD cells, SEAP luminescence, HTS; CHO PERK-DD fusion, SEAP luminescence translation reporter; Eukaryotic translation initiation factor 2-alpha kinase 3 (Homo sapiens), Q9NZJ5; AID 1416, 2008; inhibition, % at 5.6 µM; 220,000 tested, 0.17% active;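 active means inhibition above the mean inhibition of all tested compounds plus 3 SD, set separately per screening campaign, cut at about 2.9% in these data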;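 further: PERK kinase domain activated by AP20187 dimerizer at 100 nM; 0% = DMSO with dimerizer and 100% = rapamycin at 8.4 µM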
Thrombin inh = human alpha-thrombin inhibitors, primary screen, counter-screen for coagulation protease inhibitor project, biochemical, 1536-well, fluorogenic AMC substrate; Prothrombin (Homo sapiens), P00734; Boc-VPR-AMC fluorogenic substrate cleavage; inhibition, % at 5 µM; 220,000 tested, 0.26% active; AID 1046, 2008;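 active means inhibition at or above 40%; inactive means inhibition below 40%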;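 further: 0% = enzyme with no compound and 100% = wells without enzyme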
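Material: human alpha-thrombin protein; Also added: Boc-VPR-AMC substrate, 15 µM final; Timing: enzyme reaction carried out at room temperature; Signal: fluorescence, ex 355 nm, em 460 nm; Measure: % inhibition of thrombin; Controls: enzyme without compound as high, wells lacking enzyme as low.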
Furin inh = human furin inhibitors, primary screen, biochemical, fluorescence intensity. P09958. purified furin, fluorogenic substrate cleavage. inhibition, % at 30 µM. 220,000 tested, 0.061% active; in the data active means inhibition above about 25%; further: inactives centre near -15
Cl transport mod = KCC2 cotransporter modulators, thallium flux, primary screen, cell-based, HEK293 KCC2, FluoZin-2 fluorescence, MLSMR; KCC2 cells, thallium flux FluoZin-2 fluorescence; B-score of Tl+ flux slope (higher = more flux/activation; lower = inhibition) at 10 µM; 190,000 tested, 2.2% active; AID 1456, 2008;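 active means thallium flux slope and its plate-corrected score both differing from the plate sample mean at a set confidence after two filtering rounds, in either direction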;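 further: slope of fluorescence scaled to starting intensity during 10 to 20 s after thallium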
* hit, by the source's call; nt = no result given; [ ] = dose if it differs, or a comment.

nr	structure	hK5 inh	m-calpain inh	FXIIa inh 1536	Rad51 HR inh	FXIa inh	PERK inhibitor	Thrombin inh	Furin inh	Cl transport mod
1	O=[N+]([O-])c1ccccc1CNC1CCCCCC1	-11	-19	2	0	0	0.4	1	2	0.086
2	Cc1ccc2nc(NC(=O)c3cccc(-c4cc5ccccc5oc4=O)c3)sc2c1	-24	-50	-5	6	-11	-0.2	-1	-13[20 µM]	0.63
3	ON1C(c2ccccc2C(F)(F)F)N(O)[C@H]2CCCC[C@H]21 (some centres undefined)	-6	5	12	-8	3	0.4	-3	-3	0.11
4	COc1ccc(-c2noc(CN(C)S(=O)(=O)c3ccc(Cl)cc3)n2)cc1OC	-29	23	4	-7	-2	-0.2	-12	-21[20 µM]	0.28
5	CC(C)CCN1CCN(Cc2ccc(N3CCNC3=O)cc2)CC1CCO (centres undefined)	nt	1	7	nt	-2	-0.1	3	-25	nt
6	Cc1ccsc1/C=C1\SC(=S)N(CC2CCCO2)C1=O (centres undefined)	12	4	7	-3	-4	0.1	1	0	-0.1
7	NC(=S)N=Nc1c(O)[nH]c2c(Br)cc(Br)cc12	-3	-33	5	5	-1	2.5	-2	-30	25*
8	Cn1cccc1/C=N/NC(=O)CSc1nc2ccccc2[nH]1	1	-4	12	24	-4	1.2	0	-14	-0.28
9	Cc1ccc(NC(=O)Cc2c(Cl)cccc2Cl)cc1S(=O)(=O)N(C)C	-14	1	12	13	-2	-0.2	-8	-8	-0.91
10	Cc1ccc(OCc2nc(-c3cccnc3)no2)cc1C	15	1	12	-6	0	-0.4	-4	-27	-1.8
11	O=C(Nc1ccc(NC(=S)NC(=O)c2ccccc2Cl)cc1)c1cccc(Cl)c1	nt	nt	nt	2	nt	0.1	nt	-6[20 µM]	0.36
12	CCCOC(=O)c1ccc(NC(=O)c2c(Cl)ccc(Cl)c2OC)cc1	-18	19	1	0	-5	-0.9	-10	-24	-0.18
13	O=C(O)/C=C/c1ccccc1Oc1ccccc1	-3	8	32	10	22	0.1	3	-14[20 µM]	0.82
14	CCOc1ccc(C(=O)Nc2ccccc2OC(F)F)cc1	1	-1	13	8	-4	1.0	-1	-23	-0.31
15	COC(=O)C1(C(C[N+](=O)[O-])c2ccco2)C(=O)NCC1c1ccccc1 (centres undefined)	-1	-7	11	-4	-3	-0.7	2	-9	-0.26
16	COc1ccc(COc2ccc(C3C(S(=O)(=O)c4ccccc4)CON3C)cc2OC)cc1 (centres undefined)	-7	-11	6	3	-4	-0.4	-2	-18	-0.12
17	c1cncc(CNc2ncnc3sc4c(c23)CCC4)c1	nt	4	13	nt	1	1.0	1	-26	-0.46
18	O=C(N/N=C1\CCCc2c1[nH]c1ccc([N+](=O)[O-])cc21)c1ccncc1	0	14	8	-5	-9	0.5	-9	-15	-0.035
19	COc1ccc(C(=O)N/N=C/c2ccc3cccc(OCc4ccccc4)c3n2)cc1	-5	-310	-5	0	4	-1.4	-10	2[20 µM]	4.1*
20	CCCc1nc2c(=O)n(C)c(=O)nc-2n(C)n1	6	44	3	nt	-1	0.2	-1	-18	nt
21	N/C(=N\OC(=O)C(c1ccccc1)c1ccccc1)c1ccccn1	-2	0	18	1	12	-0.5	4	-16[20 µM]	-0.032
22	O=C(CSc1nc(O)cc(=O)n1-c1ccccc1)Nc1nc2ccccc2s1	7	-31	12	nt	5	1.2	-1	-23	-0.94
23	COc1ccc(-c2csc3nc(-c4ccccc4OC)oc(=O)c23)cc1	-5	-10	nt	-9	-4	1.5	-10	-16	-1.8
24	N#Cc1nc(-c2cccc3ccccc23)oc1NCC1CCCO1 (centres undefined)	-13	6	-26	nt	-11	0.6	-11	-165	-0.64
25	CC(=O)n1nc(-c2ccc(C)cc2)nc1NCc1ccco1	6	-7	10	-2	-1	1.6	69*	-22	1.3
26	Cc1nnc(-c2cnn(C)c2N)n1Cc1cccc(Cl)c1	-5	19	6	6	-2	0.5	-2	-24[20 µM]	nt
27	Cc1ccc(NC(=S)NC(=O)/C=C/c2ccc(Cl)cc2)cc1	-29	7	7	nt	1	0.2	-6	-21	0.41
28	COc1ccc(-c2nnc(SC(C)C(=O)Nc3nccs3)n2Cc2ccccc2)cc1OC (centres undefined)	-8	22	2	4	1	-2.2	-5	-5[20 µM]	nt
29	O=c1[nH]c(CSc2nnc(-c3cccnc3)n2C2CCCCC2)nc2ccccc12	3	-8	7	nt	-21	-0.4	-2	-27[20 µM]	nt
30	Cn1nnnc1SCCNCc1ccccc1OCc1ccccc1Cl	5	28	4	1	-5	-2.3	3	0	0.011
31	Cc1cc(S(=O)(=O)Nc2cc(C)c(O)c(C)c2)c(C)s1	-14	8	3	4	1	-0.1	-5	-24[20 µM]	0.043
32	COc1cc(NC(=O)CN2C(=O)c3ccccc3Sc3ccc(C(=O)N4CCOCC4)cc32)cc(OC)c1OC	1	-118	10	-1	6	0.0	-8	4	0.1
33	COc1cc(NS(=O)(=O)c2ccc3c(c2)n(C)c(=O)n3C)cc(OC)c1	-2	0	12	0	5	-1.0	-5	-1[20 µM]	0.51
34	Cc1c(-n2c(SCC(=O)C(C)(C)C)nc3ccccc3c2=O)c(=O)n(-c2ccccc2)n1C	9	3	12	15	-3	0.0	-2	-24	-1.3
35	COc1ccc(COc2ccccc2C(=O)NCc2ccccc2)cc1F	1	7	12	-3	9	-2.0	-2	-1	0.017
36	CC1(C)CC(=O)C2=C(C1)NC1=C(C(=O)c3ccccc31)C2c1ccc(Cl)cc1 (centres undefined)	13	-10	12	19	8	0.0	2	-10	-0.78
37	Cn1[nH]c(C(F)(F)F)c(C=NCc2ccc(Cl)cc2)c1=O	-1	3	7	1	2	-0.1	-2	-17	0.84
38	COc1ccc(Cl)cc1NC(=S)Nc1ccccc1C	-3	10	10	10	8	0.9	-5	-13	-1.2
39	Cn1c(C(=O)NCC2CCCO2)cc2c(=O)[nH]c3ccccc3c21 (centres undefined)	15	-34	10	-6	6	-0.4	4	-22[20 µM]	-0.0065
40	COc1ccc(-c2cc(=Nc3ccc(C)cc3)c3ccccc3o2)cc1	-31	-6	7	2	22	-0.5	1	-4	nt
41	CCOC(=O)N1CCN(C(=O)c2ccc3c(SCC(=O)O)c4c(nc3c2)CCCC4)CC1	-8	-7	14	-5	0	0.1	-1	-13	0.042
42	COc1ccc(CCNC(=O)Cn2nnc3ccccc3c2=O)cc1	-5	7	9	-1	4	0.2	-3	-10	0.42
43	CCCCC(=O)NCc1ccc(F)cc1	6	17	2	15	-1	0.5	-5	5	-0.14
44	O=C(NC(=S)Nc1ccc(S(=O)(=O)Nc2nccs2)cc1)c1cccnc1	-4	-10	5	nt	-6	0.0	-4	-10	1
45	Cc1c(C(=O)N2CC3(CC(c4cccc(NC(=O)[C@H]5CCC(=O)N5)c4)=NO3)C[C@@H]2C(N)=O)cc([N+](=O)[O-])cc1[N+](=O)[O-] (some centres undefined)	1	-21	6	-2	1	nt	4	-31	-1.2
46	N#CC1(c2ccccc2)CCC(=O)N1Cc1ccccc1 (centres undefined)	3	0	3	nt	2	0.7	-6	-24	-0.93
47	O=C(O)CCSc1ccc([N+](=O)[O-])cc1[N+](=O)[O-]	-14	10	-1	12	-8	1.2	-3	-11	-0.1
48	O=C(O)c1cc(S(=O)(=O)N2CCCC2)ccc1Br	-3	-34	20	5	4	-0.2	3	-21	nt
49	Cc1ccc(CSc2nncn2-c2ccccn2)cc1	-6	-13	16	-2	9	-0.6	4	-3[20 µM]	-1.2
50	Clc1ccc(/C=N\Nc2ccccc2)cc1	6	-20	17	15	5	0.6	9	-30	-0.65
51	O=C1NC(NS(=O)(=O)c2ccc(Cl)cc2)(C(F)(F)F)C(=O)N1Cc1cccnc1 (centres undefined)	-2	5	15	nt	13	-0.7	2	-25	1.4
52	O=C(CSc1ncc(-c2ccccc2)n1C1CCCC1)N1CCc2ccccc21	-2	-18	12	-1	3	-0.1	-2	-4	nt
53	COc1ccc(C2C(C(=O)OCC(=O)N3CCCCC3)CCC(=O)N2c2ccc(OC)cc2)cc1 (centres undefined)	9	0	9	0	-1	-1.3	-1	-3	nt
54	COC(=O)c1ccc(NC(=S)Nc2ccccn2)cc1	-4	-10	13	5	3	0.1	4	-23[20 µM]	0.46
55	CCCCn1c(CN2CCN(CCO)CC2)nc2ccccc21	-7	4	-7	-9	-5	-0.1	-14	-13[20 µM]	nt
56	Cc1ccc(NC(=O)c2snc3ccc(Cl)cc23)cc1C	-16	-29	13	nt	14	0.7	-3	-21	-0.81
57	COCCCNC(=O)CN(c1cccc(Cl)c1)S(C)(=O)=O	9	-10	22	3	12	0.3	3	-24	0.68
58	COCCNC(=O)/C(C#N)=C/c1cc(C)n(-c2ccc(C)cc2)c1C	3	0	9	6	2	0.2	-11	12	nt

In another format: entries from further up
Values run as follows: hK5 inh | m-calpain inh | FXIIa inh 1536 | Rad51 HR inh | FXIa inh | PERK inhibitor | Thrombin inh | Furin inh | Cl transport mod
54: COC(=O)c1ccc(NC(=S)Nc2ccccn2)cc1
    -4 | -10 | 13 | 5 | 3 | 0.1 | 4 | -23[20 µM] | 0.46
55: CCCCn1c(CN2CCN(CCO)CC2)nc2ccccc21
    -7 | 4 | -7 | -9 | -5 | -0.1 | -14 | -13[20 µM] | nt

An excerpt (hit frequency here may not be typical).
